Efflux pump inh: blocks antifungal efflux pumps in multiplex yeast assay. S. cerevisiae Candida pump triplex, Nile Red efflux. inhibition, % at 10 µM. hit rate 0.44% among 330,000. AID 485275;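 active means plate passing quality check with inhibition over a set limit, or well fluorescence over plate mean plus 4 SD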;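 further: Nile Red retained in pooled yeast measured as flow cytometry median fluorescence; 0% = buffer negative control and 100% = Enniatin B positive control; higher means more Nile Red kept so more efflux inhibition; some compounds called inactive have numbers as strong as hits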
ZTA counter: blocks Epstein-Barr virus ZTA, an EBNA-1 counter-screen. ZTA-DNA binding, fluorescence polarization. inhibition, % at 11 µM. hit rate 0.15% among 320,000. AID 2234; in the data active means inhibition above about 33%
Bcl-xL primary: inhibitors of human Bcl-xL. Q07817. AID 2129. inhibition, % at 10.9 µM. hit rate 0.7% among 320,000. GST-Bcl-xL / FITC-Bim BH3 peptide fluorescence polarization;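 active means inhibition above the mean of all tested compounds plus 3 SD, cutoff set per campaign, cut at about 30% in these data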;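 further: 0% = DMSO wells and 100% = unlabeled Bim-BH3 peptide competitor; inhibitors lower millipolarization by displacing the labeled peptide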
Target sequence (Q07817 whole entry, looked up): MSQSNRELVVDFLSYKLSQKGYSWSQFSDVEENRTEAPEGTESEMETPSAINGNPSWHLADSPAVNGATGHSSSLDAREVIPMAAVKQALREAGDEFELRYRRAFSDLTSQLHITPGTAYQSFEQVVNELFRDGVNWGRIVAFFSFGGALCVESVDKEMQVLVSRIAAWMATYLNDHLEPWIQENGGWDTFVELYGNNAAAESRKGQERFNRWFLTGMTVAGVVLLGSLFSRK
GLD-1 TGE inh: GLD-1-TGE RNA interaction inhibition (C. elegans) | hit rate 0.44% among 320,000 | purified GLD-1 + fluorescein TGE RNA, fluorescence polarization | Q17339 | inhibition, % at 5.96 µM | AID 2280;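 active means percent inhibition above a per-plate cutoff, the plate mean of test compounds plus 3 SD, cut at about 30% in these data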;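 further: 0% = DMSO wells with GLD-1 and probe and 100% = wells lacking GLD-1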
EBNA-1 inhibitor: blocks EBNA-1 binding to DNA; EBNA-1 DNA binding, fluorescence polarization; inhibition, % at 14.8 µM; hit rate 0.34% among 300,000; AID 1950; in the data active means inhibition above about 28%
MCL1 BIM primary: disrupts human MCL1 binding to BIM-BH3 peptide. Q07820. GST-MCL1 / FITC-Bim-BH3 fluorescence polarization. inhibition, % at 10.9 µM. hit rate 0.68% among 320,000. AID 2057;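 active means inhibition above the mean inhibition of all tested compounds plus 3 SD, set per campaign, cut at about 40% in these data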;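 further: 0% = DMSO wells and 100% = unlabeled Bim-BH3 peptide control; higher means more loss of mP so more displacement of Bim peptide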
Target sequence (Q07820 whole entry, looked up): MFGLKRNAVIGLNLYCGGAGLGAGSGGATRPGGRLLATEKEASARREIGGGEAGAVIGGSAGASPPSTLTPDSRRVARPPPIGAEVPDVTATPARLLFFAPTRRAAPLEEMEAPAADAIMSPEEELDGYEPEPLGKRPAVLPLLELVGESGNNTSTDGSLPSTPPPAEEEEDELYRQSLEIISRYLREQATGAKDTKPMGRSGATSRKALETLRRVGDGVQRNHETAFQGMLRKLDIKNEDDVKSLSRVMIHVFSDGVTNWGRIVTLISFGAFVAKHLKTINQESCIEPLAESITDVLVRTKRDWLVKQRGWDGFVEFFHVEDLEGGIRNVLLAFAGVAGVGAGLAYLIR
MEX-5 binding: C. elegans MEX-5 TCR-2 RNA binding activity | Q9XUB2 | MEX-5/FITC-TCR2 RNA binding, fluorescence polarization; stronger effect = lower value | activity score (negative = inhibition of binding), % at 10 µM | hit rate 0.38% among 300,000 | AID 1832;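 active means inhibition past about -25% in most replicates, and total fluorescence under double the plate's negative control median, limit read from the data; inconclusive means replicates evenly split on the limit, or fluorescence at least double controls; inactive means too little inhibition in most replicates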;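 further: 0% = DMSO and -100% = 5 µM competing unlabeled TCR2 RNA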
Target sequence (Q9XUB2 whole entry, looked up): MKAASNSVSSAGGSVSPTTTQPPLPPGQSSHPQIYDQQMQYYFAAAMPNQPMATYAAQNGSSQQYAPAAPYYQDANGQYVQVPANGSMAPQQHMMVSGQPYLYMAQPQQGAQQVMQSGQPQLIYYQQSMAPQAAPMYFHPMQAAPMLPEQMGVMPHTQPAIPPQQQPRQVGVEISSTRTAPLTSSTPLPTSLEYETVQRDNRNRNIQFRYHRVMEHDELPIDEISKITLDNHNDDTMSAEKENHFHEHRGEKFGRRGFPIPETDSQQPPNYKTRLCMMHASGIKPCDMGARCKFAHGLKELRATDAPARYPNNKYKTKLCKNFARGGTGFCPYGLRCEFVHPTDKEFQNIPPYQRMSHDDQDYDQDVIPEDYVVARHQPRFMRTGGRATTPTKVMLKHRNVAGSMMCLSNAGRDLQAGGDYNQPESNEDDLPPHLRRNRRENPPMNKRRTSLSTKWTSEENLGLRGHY
Yeast superoxide: lowers age-related superoxide in aged yeast cells; AID 2690; superoxide response (% of plate mean), % at 10 µM; S. cerevisiae aged cells, superoxide DHE fluorescence; stronger effect = lower value; hit rate 0.18% among 330,000;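 active means superoxide response under a set limit, about three screen SD below normal, cut at about 65% in these data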;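 further: yeast aged for seven days with compound at 30 °C before DHE staining; 100% = average MFI of all compound-treated wells on the plate with controls excluded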
Fam108B inh: counter-screen for RBBP9 inhibitors: inhibitors of mouse Fam108B. recombinant Fam108B, FP-Rh probe fluorescence polarization. inhibition, % at 9.51 µM. hit rate 0.33% among 300,000. AID 1947;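 active means inhibition above the screen mean inhibition plus 3 SD, computed separately per campaign, cut at about 18% in these data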;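 further: inhibitors lower polarization as less probe binds the enzyme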
An asterisk follows results filed as active; ? = inconclusive; nt = not tested or not shown. Random draw from the library; about 2.3% have a hit in one of these screens.

SMILES	Efflux pump inh	ZTA counter	Bcl-xL primary	GLD-1 TGE inh	EBNA-1 inhibitor	MCL1 BIM primary	MEX-5 binding	Yeast superoxide	Fam108B inh
O=C(O)CCN1C(=O)c2ccc(NC(=O)CSc3ccc(Cl)cc3)cc2C1=O	-0.1	-11	5	-3	-5	2	0.3	101	-1
Cc1[nH]c(=O)[nH]c1C(=O)CCCCC(=O)O	-0.1	-2	-2	-1	-8	4	-2.5	92	3
CCCc1nnc2n1N=C(c1ccc(C)cc1)CS2	0.0	-17	11	10	1	6	2.6	95	8
CCn1c(CSc2nc3ccccc3s2)nnc1SCC(=O)OC(C)(C)C	0.1	-14	-4	13	8	3	0.4	96	3
CN(C)CCCNc1nc(-c2ccccc2)c2c(c1C#N)CC(C)(C)OC2	0.0	-6	2	8	6	2	-1.6	99	-1
Cc1ccc(NC(=S)NC(C)(C)C)c([N+](=O)[O-])c1	-0.1	0	3	-5	0	2	-0.5	83	3
Cn1c(COc2ccccc2)nnc1SCC(=O)Nc1ccc2c(c1)OCO2	-0.1	-8	-9	1	3	-14	2.7	91	1
CC(=O)Nc1ccc(NC(=O)C(C)OC(=O)c2ccc3ccccc3n2)cc1 (centres undefined)	0.0	-1	1	-5	nt	-4	nt	101	nt
COc1ccc(/C=C2\SC(=O)N(CCNC(=O)Cc3coc4cc(C)ccc34)C2=O)cc1OC	0.1	-3	5	3	1	7	4.0	87	0
CC(C)CN(C(=O)COC(=O)c1ccc([N+](=O)[O-])s1)c1c(N)n(Cc2ccccc2)c(=O)[nH]c1=O	-0.1	9	-3	2	1	-9	-2.7	91	2
COc1cccc(NC(=O)C2CCN(S(C)(=O)=O)CC2)c1	0.2	-8	0	6	-3	0	-3.3	98	1
CCOc1ccc2oc(=O)cc(CN3CCN(Cc4ccccc4)CC3)c2c1	-0.2	-7	5	1	-4	17	-1.2	96	9
CC(C)N1CCc2c(sc(NC(=S)NC(=O)c3ccccc3)c2C#N)C1	-0.3	-6	-36	-105	-8	-110	0.0	98	3
COc1ccccc1OCc1ccc(C(=O)NC2CCCCC2)o1	0.0	18	8	3	3	-1	1.2	96	0
Nc1ncc(N=Nc2cc(C(=O)O)ccc2Cl)s1	-0.1	-5	17	4	-4	45*	nt	90	14
CCNC(=S)NC1CC2CCCC(C1)N2CCc1ccccc1 (centres undefined)	-0.1	-11	13	8	7	2	0.8	105	-2
CCCOc1ccc(S(=O)(=O)N2CCN(C)CC2)c2ccccc12	-0.2	5	-5	-10	2	0	-1.7	90	2
CCOc1ccc(S(=O)(=O)Nc2ccc(C(=O)N(C)CC(=O)Nc3ccc(OC)cc3)cc2)cc1	-0.1	3	0	4	-8	5	2.2	93	1
Cc1ccc(OCC(=O)O/N=C(\N)c2cccc([N+](=O)[O-])c2)cc1C	-0.1	5	7	4	3	2	0.7	99	2
CCn1c(COc2ccc(C(C)C)cc2)nnc1SCC(=O)Nc1nccs1	-0.3	-11	-1	5	7	-3	-0.2	73	-3
Cc1ccc(S(=O)(=O)N(C)c2ccc(OCC(=O)Nc3nc(-c4ccccc4)cs3)cc2)cc1	-0.2	2	0	-8	1	-7	4.4	108	-31
COC(=O)c1cc(NC2c3ccccc3C(=O)N2c2cccnc2)cc(C(=O)OC)c1 (centres undefined)	0.0	0	7	5	7	2	4.8	106	-2
O=C(NNC(=O)c1ccccc1O)c1ccco1	0.0	-2	8	5	-12	18	-29*	97	-2
CC(=O)Nc1ccc(NC(=O)C2CCCN2C(=O)Nc2ccc(F)c([N+](=O)[O-])c2)cc1 (centres undefined)	0.1	2	7	1	5	4	0.6	99	-5
Cc1cc(NC(=O)C(C)Oc2ccc(C(C)(C)C)cc2)no1 (centres undefined)	-0.2	15	3	0	10	4	0.6	115	-1
C=CCn1c(SCC(=O)O)nnc1-c1cccc(Cl)c1	-0.1	7	3	8	1	-14	-0.5	107	2
Cc1ccccc1NC(=O)CC(=O)c1ccccc1	-0.1	-11	1	5	5	-4	0.1	102	-2
Cc1cc(NC(=O)Cn2cnc3c(cnn3C(C)(C)C)c2=O)no1	0.0	11	2	8	-2	1	0.6	95	2
CCN(C(=O)COC(=O)/C=C/c1cccc([N+](=O)[O-])c1)c1c(N)n(Cc2ccccc2)c(=O)[nH]c1=O	0.6	0	2	-4	nt	3	nt	106	nt
CCOc1ccccc1NC(=O)c1cc(C(=O)Nc2ccccc2OCC)cc(N2C(=O)CCC2=O)c1	0.0	-1	0	-8	13	3	-4.4	102	0
O=c1c2ccccc2nc(/C=C/c2ccc(Cl)cc2)n1CCO	0.0	-17	5	0	-2	5	-2.6	98	-3
N#Cc1ccccc1S(=O)(=O)N1CCN(C(=O)[C@H](Cc2ccccc2)NC(=O)c2ccco2)CC1	0.3	9	-1	-1	nt	0	nt	90	nt
O=C(Nc1cc(C(F)(F)F)ccc1-n1cncn1)c1ccc([N+](=O)[O-])o1	0.1	13	10	6	0	8	2.2	102	0
Cc1nc2ccccc2c(=O)n1N	0.1	9	6	-3	2	4	0.4	95	2
CCOc1ccc(C)cc1S(=O)(=O)NC1CCCCCC1	4.8	-18	1	6	4	1	0.7	98	0
COc1ccc(NC(=O)Cc2c(C(=O)O)n(C)c3ccccc23)cc1OC	0.0	-2	4	0	1	1	0.0	96	5
CCOC(=O)C1CCN(C(=O)c2cccnc2)CC1	0.1	17	3	1	7	9	2.1	101	5
COc1ccc(CN(C(=O)CSc2nnc(-c3ccccc3C)o2)c2ccc(F)cc2)cc1	0.3	-1	3	1	3	0	-0.6	77	-6
CNCc1ccccc1Sc1ccc(OC)c(OC)c1	-0.1	-21	8	2	-3	8	0.4	95	4
Brc1cccc(CNCC2CCCO2)c1 (centres undefined)	-0.1	-3	6	-3	3	1	-0.1	104	0
CCOC(=O)C1(Cc2cccc(OC)c2)CCN(Cc2csc(C(C)=O)c2)CC1	0.2	16	0	9	4	2	0.6	98	0
Cc1nc(-c2ccccn2)nc(N(C)c2ccccc2)c1Cl	0.1	9	2	-6	-2	2	0.0	94	-5
O=C(O)c1ccc2c3c(ncnc13)-c1ccccc1C2=O	0.1	17	72*	60*	9	74*	?	115	6
S=C(Nc1ccccc1)N1N=C(c2cccs2)CC1c1cccs1 (centres undefined)	0.0	4	-1	-6	3	4	2.1	102	2
CC1=CC(c2ccc(Cl)cc2)n2nc(NC(=O)CCC(=O)O)nc2N1 (centres undefined)	0.0	-3	11	0	-9	7	-2.3	97	5
Cc1ccc(O)c(-c2[nH]ncc2C(=O)c2ccc(Cl)cc2)c1	-0.1	-5	6	2	13	8	-2.8	99	4
Nc1c(C(=O)c2ccccc2O)cnn1-c1ccc(S(=O)(=O)N2CCOCC2)cc1[N+](=O)[O-]	-0.1	-6	5	-3	11	-13	0.6	89	-2
O=C(NC1CCCCC1)c1ccc(-c2ccccc2[N+](=O)[O-])o1	0.1	2	11	9	-2	12	-2.3	114	0
CCOC(=O)c1c(NC(=O)C(C)N2CCN(S(=O)(=O)c3cccs3)CC2)sc2c1CCC(C)C2 (centres undefined)	0.4	7	-1	3	9	0	0.1	105	1
O=C(Nc1cccnc1)c1cc(Cl)ccc1Cl	0.0	4	6	12	-9	6	0.9	94	-5
CN(C(=O)CN1C(=O)c2cc(Cl)c(Cl)cc2C1=O)C1CCS(=O)(=O)C1 (centres undefined)	-0.1	3	2	5	-2	1	-3.3	96	-6
COc1ccc(NC(=O)C2CCCN(S(=O)(=O)c3c(C)n[nH]c3C)C2)cc1 (centres undefined)	0.0	-4	0	-9	2	0	0.8	107	-4
CN1CCC(NC(=S)Nc2cccc([N+](=O)[O-])c2)CC1	0.1	12	4	-6	-3	6	0.2	96	-1
Cc1ccc2c(C(=O)CN3CCOCC3)c(C)[nH]c2c1	0.0	20	5	1	10	3	-1.1	107	1
OCCN(Cc1ccccc1)CC1CC2C=CC1C2 (centres undefined)	0.0	3	5	6	7	3	-0.4	116	-2
O=S(=O)(Cc1ccccc1Cl)Nc1ccccn1	0.0	21	-1	6	9	1	-5.7	102	-4
COc1cc2c(cc1OC)CN(CC(=O)Nc1ccc3c(c1)OCO3)CC2	0.1	8	-9	-11	-3	-14	0.5	84	10
Cc1ccc(CNC(=O)CN2C(=O)NC(C)(c3ccc(Cl)cc3)C2=O)cc1 (centres undefined)	-0.2	-3	0	-2	-2	-4	3.2	99	-1
CN(c1ccc(C(=O)NCc2ccc3c(c2)OCO3)cc1)S(=O)(=O)c1ccccc1	0.1	-3	0	8	-8	-5	3.4	98	-3
Cc1cccc(NC(=O)c2ccccc2Br)n1	1.0	-4	4	5	-2	0	1.3	110	3

Profiles, quoted from the list:
`CC1=CC(c2ccc(Cl)cc2)n2nc(NC(=O)CCC(=O)O)nc2N1` (centres undefined) across the screens: Efflux pump inh = 0.0; ZTA counter = -3; Bcl-xL primary = 11; GLD-1 TGE inh = 0; EBNA-1 inhibitor = -9; MCL1 BIM primary = 7; MEX-5 binding = -2.3; Yeast superoxide = 97; Fam108B inh = 5
`Cc1ccc2c(C(=O)CN3CCOCC3)c(C)[nH]c2c1` across the screens: Efflux pump inh = 0.0; ZTA counter = 20; Bcl-xL primary = 5; GLD-1 TGE inh = 1; EBNA-1 inhibitor = 10; MCL1 BIM primary = 3; MEX-5 binding = -1.1; Yeast superoxide = 107; Fam108B inh = 1

The results go on.
SMILES	Efflux pump inh	ZTA counter	Bcl-xL primary	GLD-1 TGE inh	EBNA-1 inhibitor	MCL1 BIM primary	MEX-5 binding	Yeast superoxide	Fam108B inh
O=C(CCCOc1ccc(Cl)cc1Cl)N/N=C/c1cccc([N+](=O)[O-])c1	-0.1	-1	8	0	11	7	-0.6	111	-20
CCOC(=O)C1=C(c2ccccc2)NC(=S)NC1c1cccc([N+](=O)[O-])c1 (centres undefined)	0.1	2	8	2	2	7	1.0	105	3
CCOc1c(Br)cc(C(=O)OCC(=O)N2CCc3ccccc3C2)cc1OC	0.0	-8	4	3	nt	-2	nt	106	nt
CCN(CC(=O)NCc1ccc(Cl)cc1)C(=O)/C=C/c1ccc(Cl)c([N+](=O)[O-])c1	-0.1	16	0	-2	-3	0	-0.4	105	0
CC(=O)Nc1ccc(NC(=O)C2CC(=O)N(Cc3ccccc3)C2)cc1 (centres undefined)	-0.1	2	5	-3	-10	-5	-0.4	107	-3
Cc1cc(Br)ccc1NC(=O)CCN1C(=O)c2ccncc2C1=O	-0.1	0	10	0	5	4	0.0	113	4
Nc1ccc(N2CCN(c3ccccc3)CC2)c(F)c1	0.0	-3	6	3	8	-6	-0.5	90	1
COc1ccc(CNC(=O)COC(=O)CCS(=O)(=O)c2ccc(C)cc2)cc1OC	0.1	6	4	0	5	-3	-1.4	110	0
COC(C[C@@H](O)C[C@@H](O)[C@@H](C)OCc1ccccc1)OC	nt	1	4	-5	3	-1	-0.7	nt	2
C#CC[N+](C)(C)CCCCCCCCCCCC	1.0*	4	3	12	7	3	2.2	118	3
CC(Sc1nc(N)cc(=O)[nH]1)C(=O)NC1CCCCC1 (centres undefined)	-0.2	4	-4	2	-1	-6	nt	96	-5
C=C1N(c2ccc(Cl)cc2)C(=O)OC1(C)C	0.0	-1	8	-4	10	4	0.1	90	1
N/C(=N\OC(=O)CCN1C(=O)c2ccccc2C1=O)c1ccccn1	-0.1	-13	2	0	-4	-2	0.3	96	3
CCC(CC)NC(=O)c1cccc(Oc2ccccc2)c1	0.1	-1	-2	-3	-1	-3	-0.9	103	-2
COc1ccc(CCNC(=O)CC(C)S(=O)(=O)c2ccc3c(c2)NC(=O)CO3)cc1OC (centres undefined)	0.2	-13	10	3	-5	4	3.5	106	3

Screening results as filed in PubChem BioAssay.
